# NALP1 yeast inh – blocks the NALP1 inflammasome reconstituted in yeast; S. cerevisiae NALP1/ASC/caspase-1 growth, X-gal OD620, 72 h; inhibition, % at 10 µM; hit rate 0.61% among 280,000; AID 2071; in the data active = inhibition mostly above about 24%, no sharp cut-off; inactive = mostly below about 32%; also: some compounds called inactive have numbers as strong as hits
# IDE cell activ – boosts human insulin-degrading enzyme activity in HEK cells. P14735. FAbeta-B cleavage, fluorescence polarization; 0% vehicle, 100% cell-free pure enzyme wells. activation, % at 5.96 µM. hit rate 0.073% among 340,000;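 active = activation above the mean of all tested compounds plus 3 SD, set per screening campaign, cut at about 17% in these data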
# p-CIP stab down – p/CIP protein destabilization. Q05BA5. hit rate 0.01% among 290,000. decrease of EGFP signal, % at 10 µM. F442A p/CIP-EGFP cells, EGFP fluorescence, 16 h;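 active = EGFP signal decrease of at least 30% at 10 µM or well 3 SD below plate mean, unless failing retest; inactive = the rest, including hits failing retest or dose response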; also: some compounds called inactive have numbers as strong as hits; many of its hits are not listed in these tables
# IDE inh – inhibits human insulin-degrading enzyme in HEK cells. P14735. FAbetaB cleavage, fluorescence polarization. inhibition, % at 5.59 µM. hit rate 0.41% among 320,000;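 active = percent inhibition above the average of all tested compounds plus 3 SD, set per screening campaign, cut at about 16% in these data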;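 also: IDE supplied by intact live HEK cells; FP after avidin binding of uncleaved biotin substrate so inhibition keeps polarization high; 0% = DMSO wells and 100% = 60 µM reference IDE inhibitor Ii1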
# MEKK2wt PB1 HTS – raises or lowers MEK5 binding to wildtype human MEKK2 PB1 domain; Q9Y2U5; bead flow cytometry, Alexa488-MEK5 binding to MEKK2 WT; actives lie on both sides; binding response (% of control), % at 10 µM; hit rate 1.1% among 290,000; in the data active = binding response below about 67% or above about 130%
# MEKK2mut PB1 HTS – signal of MEK5 binding to mutant human MEKK2 PB1 domain. percent response, % at 10 µM. bead flow cytometry, Alexa488-MEK5 binding to MEKK2 mutant. hit rate 0.35% among 290,000; in the data active = percent response above about 24%, passing the limit was not always enough; also: inactives centre near 1; some results filed as inactive read as strong as hits; reference of the scale not given here
# MEKK3 PB1 HTS – raises or lowers MEK5 binding to the human MEKK3 PB1 domain; AID 1529; binding response (% of control), % at 10 µM; hit rate 1.4% among 290,000; Q99759; bead-based flow cytometry, Alexa488-MEK5 binding to MEKK3; actives lie on both sides; 0 = blocked by unlabeled MEK5, 100 = vehicle;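 active = binding response more than 3 SD above or below the average of its plate-row segment, actives on both sides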;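 also: Alexa488 bead fluorescence after subtracting the streptavidin-only scavenger bead signal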
# Target sequence (Q99759 whole entry, looked up, the tested form may be a part): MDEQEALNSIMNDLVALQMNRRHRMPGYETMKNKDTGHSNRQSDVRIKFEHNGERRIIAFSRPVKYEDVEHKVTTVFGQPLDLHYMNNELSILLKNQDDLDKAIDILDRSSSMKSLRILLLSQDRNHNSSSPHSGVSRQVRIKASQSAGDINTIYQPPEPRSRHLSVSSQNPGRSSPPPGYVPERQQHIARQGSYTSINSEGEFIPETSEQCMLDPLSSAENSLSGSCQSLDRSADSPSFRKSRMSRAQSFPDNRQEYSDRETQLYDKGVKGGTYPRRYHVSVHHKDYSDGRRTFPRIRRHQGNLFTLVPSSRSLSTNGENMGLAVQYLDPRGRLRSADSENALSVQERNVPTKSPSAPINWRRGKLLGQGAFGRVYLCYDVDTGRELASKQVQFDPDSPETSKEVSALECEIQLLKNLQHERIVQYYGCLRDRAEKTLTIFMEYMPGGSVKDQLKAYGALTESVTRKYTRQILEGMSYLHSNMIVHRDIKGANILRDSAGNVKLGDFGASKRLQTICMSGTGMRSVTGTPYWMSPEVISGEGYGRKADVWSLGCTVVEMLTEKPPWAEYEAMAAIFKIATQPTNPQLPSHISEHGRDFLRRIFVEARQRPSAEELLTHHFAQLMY
# SUMO HTRF inh – inhibitors of human SUMOylation (UBC9) | P63279 | HTRF SUMOylation assay, SAE1/SAE2 + UBC9, in vitro | inhibition, % at 35 µM | hit rate 0.36% among 290,000 | AID 2006; in the data active = inhibition above about 50%, passing the limit was not always enough; also: strong numbers were not always called active
# Target sequence (P63279 whole entry, looked up): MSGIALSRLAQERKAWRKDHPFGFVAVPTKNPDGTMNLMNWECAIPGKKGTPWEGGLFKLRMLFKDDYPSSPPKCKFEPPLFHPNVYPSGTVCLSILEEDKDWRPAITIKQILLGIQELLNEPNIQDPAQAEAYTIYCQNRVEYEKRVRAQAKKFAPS
# M18AAP inhibitor – PfM18AAP enzyme inhibition; recombinant PfM18AAP, H-Glu-NHMec fluorogenic cleavage; hit rate 1.2% among 290,000; inhibition, % at 7.35 µM; AID 1822;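 active = inhibition above the campaign mean inhibition over all tested compounds plus 3 SD, cut at about 28% in these data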;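 also: 0% = plate median of test compound wells and 100% = 2 mM ZnCl2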
# An asterisk follows results filed as active; x = no result given; [ ] = another dose, or the depositor's remark. A portion of the library; count on the stated rates, not on these rows.
SMILES,M18AAP inhibitor,IDE inh,NALP1 yeast inh,IDE cell activ,p-CIP stab down,SUMO HTRF inh,MEKK2wt PB1 HTS,MEKK2mut PB1 HTS,MEKK3 PB1 HTS
C/C(=N\NC(=S)NC1CCCCC1)c1ccc(C#N)cc1,-7.9,0.6,20.8,4.9,-9.2,9.3,120.0,18.0,103.0
O=C(NC1CCCC1)c1cc(-c2ccc(Cl)c(Cl)c2)on1,-12.5,3.9,11.9,1.3,-18.9,5.3,100.0,4.0,100.0
Nc1ccc(C(=O)Nc2cccc(NC(=O)c3ccc(N)cc3)c2)cc1,-2.1,-4.6,3.2,3.7,-1.6,3.9,109.0,8.0,109.0
O=C(c1cccc(C(F)(F)F)c1)N1CCCC1,0.2,-0.9,-4.6,-0.4,2.0,-14.6,103.0,3.0,104.0
O=C(NNC(=O)C(c1ccccc1)c1ccccc1)c1cccs1,-1.7,2.5,24.4,1.9,5.2,15.3,114.0,16.0,114.0
O=C(Cn1c(=O)c2cccn2c2cccnc21)N1CCN(c2ccccc2F)CC1,1.5,2.1,7.2,-3.5,-8.5,13.4,104.0,4.0,102.0
O=C(c1sccc1Cl)N1CCN(Cc2ccc3c(c2)OCO3)CC1,-0.8,11.8,9.5,2.5,4.4,10.0,94.0,-14.0,97.0
O=C(NC(=S)NCC1CCCO1)c1ccc(Cl)cc1 (stereo not given),0.1,-4.5,17.4,5.4,3.4,9.4,99.0,-1.0,109.0
CC1CC(C)CN(C(=O)c2ccc3c(c2)N(Cc2ccccc2)CCS3)C1 (stereo not given),-2.8,5.0,3.1,-0.1,1.7,7.1,92.0,-4.0,94.0
CC(=O)Nc1cccc(C(=O)NC2CCCc3c2cnn3-c2cc(C)cc(C)c2)c1 (stereo not given),-11.8,-0.5,14.8,-2.8,-1.3,-11.9,99.0,-3.0,101.0
CN(C)C(=S)NC(=O)C12CC3(C)CC(C)(CC(C)(C3)C1)C2,0.9,6.3,-0.7,x,0.3,7.6,97.0,3.0,97.0
COc1ccc(OC)c(S(=O)(=O)NCCc2cn3ccsc3n2)c1,-9.8,1.6,8.4,-4.9,0.7,61.3,101.0,6.0,102.0
Cc1ccc2nc(Nc3ccccc3)c(/C=N/O)c(=O)n2c1,3.9,4.2,0.9,-6.5,-4.0,5.4,93.0,-2.0,96.0
Cc1cc(C)n2nc(C(=O)N3CCOCC3)nc2n1,3.3,-4.3,22.5,0.4,0.6,12.3,88.0,-6.0,82.0
Cc1cccc(-n2ncc3c(NC(C)C)ncnc32)c1,-2.5,-1.3,x,9.9,3.5,1.2,117.0,6.0,115.0
COc1cccc(NC(=O)C2C3C=CC4(O3)C2C(=O)N(CCCN2CCCC(C)C2)C4C(=O)NC2CCCCC2C)c1 (stereo not given),1.3,5.4,16.3,3.2,-3.4,-1.0,111.0,5.0,102.0
CC(=O)COC(=O)c1cccc(N2C(=O)C3C4C=CC(C4)C3C2=O)c1 (stereo not given),7.4,-0.1,29.9,0.7,-5.7,7.8,110.0,6.0,108.0
O=C(Cc1c(F)cccc1Cl)N(Cc1ccccc1)c1ccccn1,-6.5,0.8,5.7,0.0,3.4,-7.0,88.0,-4.0,96.0
COc1ccc(C)cc1NC(=O)CN(C)C1CCCCC1,-9.4,-2.3,17.0,0.9,-1.6,6.9,104.0,6.0,103.0
CCOc1ccc(Nc2nc(N)c([N+](=O)[O-])c(NCc3ccccc3)n2)cc1,-0.9,2.3,1.2,1.9,-15.4,9.8,98.0,-4.0,106.0
C/C(=N\NC(=O)c1ccc(C)cc1C)c1ccc2c(c1)OCO2,-11.2,4.8,34.3,4.7,-12.6,1.8,97.0,-1.0,100.0
Cc1ccc2c(c1)N(Cc1cccc(F)c1)C(=O)C(C)O2 (stereo not given),3.9,0.9,10.1,-1.9,-11.1,12.1,111.0,13.0,108.0
COc1ccc(/C=C2\Cc3ccccc3C2=O)cc1OC,-3.5,x,16.9,1.7,2.1,28.9,98.0,5.0,100.0
c1ccc(Oc2nnc(-c3cccs3)c3ccccc23)cc1,-5.6,3.6,30.2,-2.1,-5.1,-0.6,89.0,-3.0,93.0
O=C(O)CSc1nnc(-c2ccccc2O)n1Cc1ccccc1,1.0,-3.3,-9.2,1.6,-3.0,5.6,105.0,-2.0,104.0
O=C(COC(=O)C1CCN(S(=O)(=O)c2cccs2)CC1)Nc1ccccc1,-5.0,2.2,3.9,-3.3,-4.8,0.0,93.0,-9.0,88.0
O=C(Cc1ccccc1[N+](=O)[O-])NC1CC1,0.3,5.3,7.5,2.9,-12.1,6.3,93.0,-7.0,99.0
COc1ccccc1CC(=O)Nc1ccc2nc(C)sc2c1,0.0,-1.7,34.9,5.3,-0.5,-5.2,101.0,8.0,98.0
O=C(NC(=S)Nc1ccccn1)c1cccc([N+](=O)[O-])c1,7.6,10.3,5.2,-0.7,-9.1,15.9,101.0,3.0,105.0
O=C(NCN1CCCCC1)c1cnccn1,-0.5,-0.5,x,3.5,-20.0,-2.6,97.0,3.0,100.0

# The final 2 compounds of the part before come first, to join the parts.
SMILES,M18AAP inhibitor,IDE inh,NALP1 yeast inh,IDE cell activ,p-CIP stab down,SUMO HTRF inh,MEKK2wt PB1 HTS,MEKK2mut PB1 HTS,MEKK3 PB1 HTS
O=C(NC(=S)Nc1ccccn1)c1cccc([N+](=O)[O-])c1,7.6,10.3,5.2,-0.7,-9.1,15.9,101.0,3.0,105.0
O=C(NCN1CCCCC1)c1cnccn1,-0.5,-0.5,x,3.5,-20.0,-2.6,97.0,3.0,100.0
O=C(O)c1cccc(N2C(=O)c3ccc(C(=O)c4cccc([N+](=O)[O-])c4)cc3C2=O)c1,5.0,-4.1,x,-1.2,-12.5,9.6,106.0,4.0,111.0
O=C(O)CC12CC3CC(C1)CC(n1ncc(NCc4ccc(F)cc4Cl)c(Cl)c1=O)(C3)C2,2.4,27.8*,2.3,-15.4,-8.1,18.2,101.0,1.0,103.0
Cc1ccc2nc(CCCc3nc4ccc(C)cc4[nH]3)[nH]c2c1,4.0,x,17.8,4.2,1.0,-13.9,107.0,5.0,105.0
Cc1ccc(C)c(C(=O)OCC(=O)N(C)c2ccccc2)c1,-0.5,-10.3,18.2,3.9,-14.4,-1.1,99.0,0.0,100.0
COc1ccc(OC(C)C(=O)Nc2cccnc2)cc1 (stereo not given),8.1,2.4,10.5,-1.2,-3.9,14.4,99.0,0.0,102.0
CCCNC(=O)NC(C)C12CC3CC(CC(C3)C1)C2 (stereo not given),3.8,-0.1,12.4,5.6,1.1,-2.4,94.0,-4.0,98.0
O=C(N/C=C\c1ccccc1)NCc1ccc(Cl)cc1Cl,0.1,3.1,4.0,-0.6,6.0,4.1,99.0,-3.0,98.0
O=C(CNC(=O)C1COc2ccccc2O1)N/N=C\c1ccc(Br)cc1 (stereo not given),5.8,3.0,14.3,2.8,15.2,-13.1,96.0,-1.0,102.0
O=C(CN1C2=NCCCN2c2ccccc21)c1ccc(Br)s1,-1.1,-1.9,19.0,3.0,9.2,37.5,105.0,1.0,95.0
Cc1ccc(CNC(=O)c2cc(=O)c3ccc(C)cc3o2)cc1,-5.0,3.4,31.5,3.8,-4.1,0.4,103.0,2.0,105.0
O=C(NN1CCOCC1)c1ccc(Cl)c(Cl)c1,-2.2,-1.2,5.0,3.4,5.3,-7.9,102.0,3.0,98.0
Cc1cc(NS(=O)(=O)c2ccc(NC(=O)C(C)N3C(=O)c4ccccc4C3=O)cc2)nc(C)n1 (stereo not given),-1.1,0.8,-1.8,5.4,5.7,-0.7,101.0,-1.0,99.0
Nc1nc(-c2ccccc2)nc(-c2ccccc2O)n1,4.6,4.5,x,-1.1,x,x,99.0,-8.0,93.0
Cc1ccc(S(=O)(=O)N2CCCCC2)cc1NC(=O)COC(=O)c1ccc(O)cc1,-1.8,3.9,-1.5,3.8,-14.4,4.0,93.0,-9.0,97.0
NS(=O)(=O)c1ccc(N=Cc2c(O)c3ccccc3oc2=O)cc1,-2.1,2.7,6.3,x,-3.6,3.2,95.0,-5.0,101.0
O=C(Nc1ccc(C(=O)O)cc1)Nc1ccc([N+](=O)[O-])cc1,5.1,-3.2,-6.1,-0.4,-4.5,11.7,102.0,2.0,100.0
CCOC(=O)c1c(C)[nH]c(C(=O)NCCN2CCOCC2)c1C,-1.1,2.7,10.6,3.7,-12.4,10.4,101.0,2.0,102.0
O=C(CCl)N=c1sccn1Cc1ccccc1Cl,2.6,-3.8,18.0,-2.8,-4.3,15.3,90.0,-21.0,86.0
Cc1cc(SCc2ccccc2Cl)nc(=O)[nH]1,-2.2,5.4,14.2,6.1,-3.3,10.6,97.0,-4.0,99.0
Cc1ocnc1C(=O)Nc1ccc(Cl)cc1,-1.8,3.2,8.3,2.4,4.8,-8.4,105.0,7.0,105.0
CCOc1c(C)cnc2c1c(=O)n(Cc1ccccc1F)c(=O)n2C,-5.7,-1.3,4.1,5.0,-11.9,-2.6,102.0,2.0,100.0
O=C(O)c1cccc(-n2cccc2/C=C2/NC(=O)N(c3ccc(Cl)cc3)C2=O)c1,4.4,x,11.6,2.3,-1.1,90.0*,63.0*[inhibitor],-7.0,74.0*[inhibitor]
O=C(NCCc1ccc(Cl)cc1)C1COc2ccccc2O1 (stereo not given),-12.1,-1.8,32.8,-4.3,-1.6,8.1,98.0,-2.0,103.0
COC(=O)c1sc(N)c(C(=O)OC)c1COC(=O)CNS(=O)(=O)c1cccc(C#N)c1,3.3,-3.5,22.0,5.8,-10.3,8.3,112.0,7.0,118.0
CCC(=O)NNc1ncnc2c1cnn2-c1ccccc1,9.7,7.3,1.9,-3.1,-1.6,5.7,96.0,-3.0,99.0
Cc1cccc(C(=O)N2CCCC(c3nc(-c4ccc(F)cc4)no3)C2)c1 (stereo not given),0.7,x,4.4,3.3,9.3,-24.6,106.0,3.0,102.0
Cc1ccnc2c(N3C(=O)C4C5C=CC(C5)C4C3=O)cccc12 (stereo not given),-2.3,5.5,15.9,0.0,1.2,4.5,111.0,4.0,115.0
CC(=O)Oc1ccc(-c2cc3c(OC(C)=O)cc(OC(C)=O)cc3oc2=O)cc1,x,3.0,x,-6.3,x,x,106.0,3.0,107.0
COC(=O)c1cccc(NC(=O)C(C)(C)C)c1,-9.1,-1.0,0.9,9.5,3.4,11.5,89.0,-8.0,93.0
COc1ccccc1NC(=O)c1ccc(NC(=O)COC(=O)C2CCCO2)cc1 (stereo not given),-2.9,x,5.4,2.4,-4.0,15.1,110.0,2.0,113.0

# The listing continues.
SMILES,M18AAP inhibitor,IDE inh,NALP1 yeast inh,IDE cell activ,p-CIP stab down,SUMO HTRF inh,MEKK2wt PB1 HTS,MEKK2mut PB1 HTS,MEKK3 PB1 HTS
Cc1ccc(NC(=O)n2ncc3c(C)cccc32)c(C)c1,-4.6,-3.3,16.4,0.1,-5.4,6.2,98.0,-8.0,100.0
Clc1ccccc1CNCc1ccncc1,-1.6,0.9,-2.2,0.9,-2.8,5.7,104.0,4.0,103.0
CCCCN(CC(=O)NCc1ccc(Cl)cc1)S(=O)(=O)c1ccc2c(c1)OCCO2,2.7,-5.1,37.6,-0.7,-9.7,-3.7,102.0,1.0,103.0
COCc1nnc(NC(=O)c2ccc(S(=O)(=O)N3CCCc4ccccc43)cc2)o1,-14.1,-4.4,-17.2,-0.6,18.0,-6.0,94.0,-6.0,99.0
COc1cc2ccccc2cc1C(=O)Nc1cccnc1,4.2,0.2,2.5,-1.2,-2.5,8.6,110.0,10.0,109.0
